# DENV2 CPE: protects cells from dengue virus 2 cytopathic effect; AID 651640; 1.7% of 350,000 active; CPE inhibition, % at 9.99 µM; DENV2-infected cells, cytopathic effect rescue, plate reader; in the data active = CPE inhibition above about 20%, passing the limit was not always enough; inconclusive = no clear call, values can overlap the other calls; tested in BHK-21 cells;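 also: 0% = median of neutral control wells and 100% = median of positive control wells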
# Casp6 inh: inhibitors of human caspase-6; P55212; purified caspase-6, Z-VEID-R110 cleavage fluorescence; inhibition, % at 12.5 µM; 0.53% of 350,000 active; AID 686996;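 active = mean inhibition across replicates at least about 35%, with every replicate also reaching that limit, limit read from the data; inconclusive = only one of the two criteria met; inactive = neither criterion met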;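 also: 0% = median of neutral control wells and 100% = no fluorescence left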
# Target sequence (P55212 24-179 limits assumed): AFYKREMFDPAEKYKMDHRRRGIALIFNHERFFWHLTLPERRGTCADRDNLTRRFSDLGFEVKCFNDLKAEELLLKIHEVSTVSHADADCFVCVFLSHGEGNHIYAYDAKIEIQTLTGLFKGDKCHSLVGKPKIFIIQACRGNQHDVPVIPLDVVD
# Target sequence (P55212 194-293 limits assumed): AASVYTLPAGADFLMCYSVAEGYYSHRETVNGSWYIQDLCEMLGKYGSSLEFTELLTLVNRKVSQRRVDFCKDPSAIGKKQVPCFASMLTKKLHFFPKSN
# SIRT5 block: sirtuin-5 (human) deacylase inhibition | AID 652115 | 1.1% of 330,000 active | Purified SirT5, succinyl-peptide AMC, trypsin-coupled fluorescence | inhibition, % at 15 µM; in the data active = inhibition above about 15%; inconclusive = no clear call, values can overlap the other calls
# Target sequence (Q9NXA8 whole entry, looked up): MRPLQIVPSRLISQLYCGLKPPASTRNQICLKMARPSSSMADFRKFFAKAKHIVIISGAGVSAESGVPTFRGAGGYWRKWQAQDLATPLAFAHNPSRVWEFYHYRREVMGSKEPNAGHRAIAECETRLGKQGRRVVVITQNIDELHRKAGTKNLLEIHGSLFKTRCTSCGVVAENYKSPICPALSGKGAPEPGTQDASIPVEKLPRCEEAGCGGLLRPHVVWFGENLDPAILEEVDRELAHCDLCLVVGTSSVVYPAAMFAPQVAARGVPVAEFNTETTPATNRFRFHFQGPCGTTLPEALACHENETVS
# miR-122 sensor: blocks miR-122 activity in Huh7 sensor cells | activation (reporter increase), % at 12.5 µM | Huh7 miR-122 Renilla luciferase sensor, 48 h; neutral wells = 0, positive control = 100 | 0.3% of 340,000 active | AID 602342;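 active = mean replicate activation score at least 90 and every replicate individually at or above 90; inconclusive = only one of the two criteria met; inactive = neither criterion met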;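 also: higher luciferase means less miR-122 activity so hits act as miR-122 inhibitors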
# ERAP1 inh: ERAP1 (human) enzyme inhibition. Q9NZ08. recombinant ERAP1, Leu-AMC fluorescence, 60 min. inhibition, % at 10.7 µM. 0.15% of 340,000 active;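 active = mean replicate inhibition of at least 30%, or all replicates individually reaching that 30% level; inactive = mean below 30% and not every replicate reaching it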;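 also: 0% = neutral control wells and 100% = L-leucinethiol positive control wells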
# ERp5 inh: ERp5 (human) disulfide isomerase inhibition; inhibition, % at 9.99 µM; ERp5 insulin aggregation, absorbance 650 nm, 90 min; AID 651711; Q15084; 0.05% of 350,000 active;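 active = mean replicate inhibition above about 25%, with every replicate also reaching it, limit read from the data, passing the limit was not always enough; inconclusive = only one of those two criteria met; inactive = neither criterion met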
# Target sequence (Q15084 whole entry, looked up): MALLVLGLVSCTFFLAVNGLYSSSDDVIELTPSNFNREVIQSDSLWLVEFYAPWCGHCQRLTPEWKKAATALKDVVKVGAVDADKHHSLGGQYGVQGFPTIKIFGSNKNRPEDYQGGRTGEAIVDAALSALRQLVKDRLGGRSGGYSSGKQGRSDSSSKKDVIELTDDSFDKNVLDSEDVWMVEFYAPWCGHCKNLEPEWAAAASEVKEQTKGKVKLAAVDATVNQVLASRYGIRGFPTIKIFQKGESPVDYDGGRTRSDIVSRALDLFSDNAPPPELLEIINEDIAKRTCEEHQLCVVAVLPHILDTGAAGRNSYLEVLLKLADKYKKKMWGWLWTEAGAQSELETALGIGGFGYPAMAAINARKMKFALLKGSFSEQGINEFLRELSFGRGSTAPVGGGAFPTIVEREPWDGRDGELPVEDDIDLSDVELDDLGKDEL
# F508del corr: CFTR F508del correction in bronchial cells | CFBE cells, YFP halide quenching; stimulated with forskolin plus potentiator P3; % fluorescence drop versus neutral controls | activity (quench increase), % at 7.58 µM | 0.36% of 350,000 active | AID 720511;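 active = mean added fluorescence quench of at least 8% versus neutral control, with both replicates also reaching 8%; inconclusive = only one of the mean or replicate conditions met; inactive = mean below 8% and not both replicates reaching 8%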;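 also: cells transiently co-express mutant CFTR-F508del with the halide-sensitive YFP; corrector assay measuring rescue of mutant channel to the surface after 24 h compound exposure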
# Numbers without * were called inactive; ? = inconclusive; / = no result given; & = joins results of further samples; [ ] = another dose, or the depositor's remark.
SMILES,DENV2 CPE,Casp6 inh,SIRT5 block,miR-122 sensor,ERAP1 inh,ERp5 inh,F508del corr
COC(=O)c1ccc(NC(=O)c2ccc3nc(C)sc3c2)cc1,?,19,-3,-9,0,0,2.2
C[C@@H]1CN([C@H](C)CO)C(=O)c2ccccc2-c2ccccc2CO[C@@H]1CN(C)Cc1ccc(Cl)c(Cl)c1,-3,1,2,/,-5,-2,1.9
CCCC#Cc1ccc2c(c1)O[C@H](CN(C)C(=O)c1ccccc1F)[C@H](C)CN([C@H](C)CO)S2(=O)=O,2,4,18*,-15[16.7 µM],3,-3,-2.1
O=C(NCCc1ccc(F)cc1)c1cc2ccccc2oc1=O,-14,1,1,/,-1,-1,-3.1
Brc1c(C[n+]2ccccc2)nc2ccccn12,-4,-11,1,-5,4,3,-1.0
C[C@H]1CN([C@@H](C)CO)C(=O)c2cc(NS(C)(=O)=O)ccc2O[C@H]1CN(C)CC1CCCCC1,-7,2,0,0[16.7 µM],0,8,-2.4
COc1ccc(NC2CCCN(C(=O)CCc3cn[nH]c3)C2)cc1 (stereo not given),-8,4,2,/,-1,-4,1.2
O=C(CN1CCOC1=O)N1CCCC(Nc2ccc(F)c(F)c2)C1 (stereo not given),6,0,-1,0,1,-1,0.8
CNS(=O)(=O)c1cc(Nc2ncnc3sccc23)ccc1C,7,2,-2,28,1,5,2.5
O=C(Nc1ccccn1)c1ccco1,/,-6,10,-5,-2,-1,-2.5
CC(CN1CCCC1)OC(=O)C(c1ccccc1)c1ccccc1 (stereo not given),-3,0,-4,7,1,-2,-4.1
O=C(NCCN1CCOCC1)c1ccc(Cl)c([N+](=O)[O-])c1,4,-3,-2,2,-4,6,1.2
CC(=O)c1cc(-c2ccccc2)n(CC(=O)NC2CCCCC2)c1C,-2,0,-3,/,0,-6,1.9
COCC#Cc1cnc2c(c1)C(=O)N([C@H](C)CO)C[C@@H](C)[C@@H](CN(C)C(=O)c1cccnc1)O2,-10,0,-2,5[16.7 µM],-1,-5,-2.4
CCOC(=O)N1CCN(C(=O)CSc2nnc(-c3ccc(C(C)(C)C)cc3)o2)CC1,-4,1,/,1,/,3,2.5
C/C(CCCO)=N/Nc1ccc([N+](=O)[O-])cc1[N+](=O)[O-],-1,2,-1,/,5,-7,0.1
COc1ccc(O)cc1,?,-4,/,-12,/,4,-8.3
CC(=O)N(C)C[C@@H]1Oc2cc(C#CC(C)(C)O)ccc2S(=O)(=O)N([C@@H](C)CO)C[C@@H]1C,20,-2,-4,11[16.7 µM],2,-8,-2.6
Cc1ccc(C)c(S(=O)(=O)Nc2ccc(C(=O)NCCCN3CCCC3=O)cc2)c1,-8,0,-3,15,-10,14,-2.4
COCC(=O)Nc1ccc2c(c1)C(=O)N(C)C[C@H](OC)[C@H](C)CN(Cc1ccccc1OC)[C@H](C)CO2,-4,0,1,0[16.7 µM],-1,-4,-0.3
CCOc1ccc(CN(C)CC(=O)Nc2ccc(N3CCOCC3)cc2)cc1OC,5,-4,-2,/,5,-4,/
Cc1nc2cc(NC(=O)N3c4ccccc4CC3C)ccc2o1 (stereo not given),-2,1,3,-2,0,4,1.6
COc1ccc(S(=O)(=O)NCc2cccnc2)c2ccccc12,-1,2,-2,36,1,4,2.3
COc1ccc(CN(C)C[C@@H]2Oc3c(NS(=O)(=O)c4ccccc4)cccc3C(=O)N([C@H](C)CO)C[C@@H]2C)cc1,-4,/,1,13[16.7 µM],-1,-3,-1.7
CCCCCOC(=O)NC1CCS(=O)(=O)C1 (stereo not given),-5,-1,/,3,/,-8,-1.6
Cc1ccc(S(=O)(=O)N(CC(=O)NN=C2CCN(C)CC2)c2ccc(F)cc2)cc1,5,-3,-3,-2,0,-3,/
COc1ccc(NC(=O)CN2C(=O)NC(C)(c3ccccc3)C2=O)cc1Cl (stereo not given),-7,/,-3,-2,2,-9,1.4
CCCCCCOc1ccc(N2C(=O)CC(NCc3ccc(S(N)(=O)=O)cc3)C2=O)cc1 (stereo not given),1,-3,-8,3,1,?,0.8
O=C1/C(=C/c2cccs2)CCC/C1=C\c1cccs1,-2,0,0,8,3,1,-1.5
Cc1ccccc1NC(=O)NCCCCc1ccccc1,2,1,-2,14,2,-1,0.4
COc1cc(CN2C(=O)C(C)ON=C2c2ccccc2F)cc(OC)c1 (stereo not given),-7,-1,/,/,/,0,-3.4
Cc1ccc2ccccc2c1C(O)c1ncc(-c2ccc(F)cc2)[nH]1 (stereo not given),-1,1,-3,-4,1,0,0.2
Cc1ccc(C)c(OCC(O)CN2CCC(Cc3ccccc3)CC2)c1 (stereo not given),1,-4,-4,-3,2,1,0.7
CC(CCc1ccccc1)NC(=O)CCC1CCCC1 (stereo not given),0,0,-1,-3,5,6,/
COc1cc2[nH]c(=O)c(C(=O)NCc3ccc(F)cc3)c(O)c2cc1OC,13,-2,2,/,1,2,-6.2
COc1ccc(NC(=O)CCNC(=O)c2ccco2)cc1Cl,10,-2,-5,3,1,4,-0.1
O=C(NCC[C@@H]1CC[C@H](NC(=O)C2CCOCC2)[C@@H](CO)O1)c1ccc(F)cc1,-3,-1,1,/,0,-5,-2.7
CC(C)(C)OC(=O)C[C@@H]1C/C=C\C[C@H](CC(=O)N[C@@H](CO)Cc2ccccc2)C(=O)N[C@H](Cc2ccccc2)COC1=O,21*,4,/,/,-4,-6,-2.3
CC(C)N(C(=O)[C@H]1CC(CC(=O)NCCN2CCOCC2)C(=O)N2CCc3c([nH]c4ccccc34)[C@]12C)C(C)C (stereo not given in full),-1,-14,-3,-1,-1,-1,1.0
COc1ccc(OC)c(CN2CCN(C(=O)c3cc(S(=O)(=O)N4CCOCC4)ccc3C)CC2)c1,10,-2,-3,/,3,10,2.7
Cc1ccc(S(=O)(=O)NC[C@@H]2CC[C@H]3[C@H](CN3Cc3ccccc3C(=O)O)O2)cc1,11,1,-1,/,-1,1,0.6
C[C@@H]1CCCCO[C@H](CN(C)C(=O)Nc2ccc(C(F)(F)F)cc2)[C@@H](C)CN([C@@H](C)CO)C(=O)c2cc(NC(=O)C3CCCCC3)ccc2O1,22*,-1,4,7[16.7 µM],1,2,-4.0
O=C(CCC(=O)NCCO)NCCO,-13,13,-13,/,-11,-5,-1.5
COc1cccc([C@@H]2CC=C(C(=O)O)[C@H](c3ccccc3F)N2S(=O)(=O)c2ccc(C)cc2)c1,21*,1,/,/,2,4,3.3
COc1ccc(CCNC(=O)c2cc3c(=O)n4ccccc4nc3n(CC3CCCO3)c2=N)cc1OC (stereo not given),-9,0,1,3,-2,1,2.7
COc1ccc(CN(C)C[C@H]2Oc3c(NC(=O)c4cc(C)nn4C)cccc3C(=O)N([C@H](C)CO)C[C@@H]2C)cc1,-9,2,-10,58[16.7 µM],3,2,-1.9
CS(=O)(=O)N1N=C(c2cccs2)CC1c1ccc(F)cc1 (stereo not given),-6,1,-4,1,3,1,-2.0
COc1ccc(S(=O)(=O)N2CCCC2)cc1NC(=O)c1ccccc1,6,2,-3,-1,-2,4,1.9
C[C@H](CO)N1C[C@H](C)[C@@H](CN(C)S(=O)(=O)c2ccc(Oc3ccccc3)cc2)OCc2cn(nn2)CCCC1=O,-1&9&1,1&-1&-3,2&-1&0,-5,-13&0&0,-5&-2&4,5.2&-0.1&-0.2
COC(=O)[C@@]12CCCN1[C@H](c1ccc(-c3ccc4c(c3)OCO4)c(OC)c1)[C@H]1C(=O)N(C)C(=O)[C@H]12,13,4,/,/,/,1,-2.8
O=C(NNC(=O)C1CCCC1)c1cc([N+](=O)[O-])cc([N+](=O)[O-])c1,-3,2,-1,/,2,-3,-1.8
C[C@@H]1CCCCO[C@@H](CN(C)CC2CC2)[C@H](C)CN([C@H](C)CO)C(=O)c2cc(NC(=O)CCCN(C)C)ccc2O1,43*,2,-1,/,-4,/,0.8
COc1ccc(NC(=O)C2=CCN(S(=O)(=O)c3ccccc3)CC2)cc1OC,3,1,-1,/,-5,?,-0.9
COc1ccc(NC(=O)CC(C)CC(=O)NCc2ccc(F)cc2)c(OC)c1 (stereo not given),11,2,1,-1,-3,2,-2.2
NNC(=O)C1CC(O)CN1S(=O)(=O)c1ccc2ccccc2c1 (stereo not given),-9,0,8,-3,-8,3,1.0
NS(=O)(=O)c1ccc(CCNC(=O)CN2CCC(Cc3ccccc3)CC2)cc1,-8,1,-5,-5,-3,3,-1.3
CCNc1nc(OC)nc(N(OC)S(=O)(=O)c2ccc(C)cc2)n1,4,1,-2,/,-2,-6,-0.2
COc1ccccc1S(=O)(=O)N(C)C[C@H]1OCc2cn(nn2)CCCC(=O)N([C@@H](C)CO)C[C@@H]1C,?,-1&0,-1,0,-2&-1,1&1,0.5&-5.8
Nc1ccccc1C#Cc1ccc2[nH]ccc2c1,-7,4,-5,/,-4,-2,1.4
CCOc1ccc(S(=O)(=O)Nc2ccc(OC)nc2)cc1,9,1,-5,8,3,0,2.5

# Part of the list above in order of SMILES length, falling.
SMILES,DENV2 CPE,Casp6 inh,SIRT5 block,miR-122 sensor,ERAP1 inh,ERp5 inh,F508del corr
COc1ccc(CN(C)C[C@H]2Oc3c(NC(=O)c4cc(C)nn4C)cccc3C(=O)N([C@H](C)CO)C[C@@H]2C)cc1,-9,2,-10,58[16.7 µM],3,2,-1.9
CC(=O)N(C)C[C@@H]1Oc2cc(C#CC(C)(C)O)ccc2S(=O)(=O)N([C@@H](C)CO)C[C@@H]1C,20,-2,-4,11[16.7 µM],2,-8,-2.6
Cc1ccc(S(=O)(=O)NC[C@@H]2CC[C@H]3[C@H](CN3Cc3ccccc3C(=O)O)O2)cc1,11,1,-1,/,-1,1,0.6
O=C(NNC(=O)C1CCCC1)c1cc([N+](=O)[O-])cc([N+](=O)[O-])c1,-3,2,-1,/,2,-3,-1.8
Cc1ccc(C)c(S(=O)(=O)Nc2ccc(C(=O)NCCCN3CCCC3=O)cc2)c1,-8,0,-3,15,-10,14,-2.4
C/C(CCCO)=N/Nc1ccc([N+](=O)[O-])cc1[N+](=O)[O-],-1,2,-1,/,5,-7,0.1
NNC(=O)C1CC(O)CN1S(=O)(=O)c1ccc2ccccc2c1 (stereo not given),-9,0,8,-3,-8,3,1.0
COc1ccc(S(=O)(=O)NCc2cccnc2)c2ccccc12,-1,2,-2,36,1,4,2.3
Cc1nc2cc(NC(=O)N3c4ccccc4CC3C)ccc2o1 (stereo not given),-2,1,3,-2,0,4,1.6
Nc1ccccc1C#Cc1ccc2[nH]ccc2c1,-7,4,-5,/,-4,-2,1.4
CCCCCOC(=O)NC1CCS(=O)(=O)C1 (stereo not given),-5,-1,/,3,/,-8,-1.6

# (more compounds)
SMILES,DENV2 CPE,Casp6 inh,SIRT5 block,miR-122 sensor,ERAP1 inh,ERp5 inh,F508del corr
CC1=CC(=O)C(C(C)C)=C/C1=N/OS(=O)(=O)c1ccccc1,-1,-2,-3,-30,-5,/,-10
Cc1cc(NC(=O)c2ccc(Cn3nc(C)c(Br)c3C)o2)no1,/,-1,-8,3,0,-2,4.1
Cc1cc(-c2nnc(CCC(=O)N(C)C(C)c3cccs3)o2)no1 (stereo not given),-5,-1,-4,7,-1,1,0.2
N#C/C(=C\c1ccc(O)c(O)c1)C(=O)NCCc1ccccc1,9,12,4,-8,2,2,-5.6
CC(=O)N1CCC(N(C(=O)Nc2ccc(F)cc2)C2CCCC2)CC1,-3,0,0,-4,-5,2,-1.7
CC1(C)C(=O)Nc2ccccc2N1C(=O)CN1C(=O)C(=O)N(C2CCCC2)C1=O,-3,18,0,/,3,-5,-4.0
O=C(/C=C/c1cccs1)Nc1ccncc1,11,-1,35*,/,-1,5,1.5
